From PubChem
PfHsp40 yeast – rescue of PfHsp40-mediated yeast toxicity; S. cerevisiae expressing PfHsp40, growth rescue, ATP luminescence; growth rescue, % at 12.5 µM; hit rate 0.68% among 340,000; in the data active = growth rescue above about 28%, passing the limit was not always enough; inconclusive = no clear call, values can overlap the other calls;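 also: yeast W303a lacking pdr1 and pdr3 grown in galactose medium; growth measured after three days at 30 °C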
Yp Topo-I inh – blocks Yersinia pestis topoisomerase I activity; activity, % at 10 µM; hit rate 0.064% among 360,000; Y. pestis Topo-I cleavage product accumulation, plate reader; in the data active = activity above about 50%, passing the limit was not always enough; inconclusive = no clear call, values can overlap the other calls; also: inactives centre near 2
PriA SSB inh – K. pneumoniae PriA-SSBct interaction inhibition; AlphaScreen SSBct-PriA binding, biotinylated peptide; inhibition, % at 33 µM; hit rate 0.6% among 430,000; in the data active = inhibition mostly above about 37%, no sharp cut-off; inactive = mostly below about 20%;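 also: plate controls were negative control peptide for no effect and reference peptide for full effect; strong numbers were not always called active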
Anthrax LF inh2 – anthrax lethal factor protease inhibition; P15917; multiplex microsphere protease cleavage assay, LF; inhibition, % at 10 µM; hit rate 0.12% among 360,000; in the data active = inhibition above about 30%; inconclusive = no clear call, values can overlap the other calls; also: plate controls were buffer without enzyme for full effect and enzyme alone for no effect
Target sequence (P15917 whole entry, looked up): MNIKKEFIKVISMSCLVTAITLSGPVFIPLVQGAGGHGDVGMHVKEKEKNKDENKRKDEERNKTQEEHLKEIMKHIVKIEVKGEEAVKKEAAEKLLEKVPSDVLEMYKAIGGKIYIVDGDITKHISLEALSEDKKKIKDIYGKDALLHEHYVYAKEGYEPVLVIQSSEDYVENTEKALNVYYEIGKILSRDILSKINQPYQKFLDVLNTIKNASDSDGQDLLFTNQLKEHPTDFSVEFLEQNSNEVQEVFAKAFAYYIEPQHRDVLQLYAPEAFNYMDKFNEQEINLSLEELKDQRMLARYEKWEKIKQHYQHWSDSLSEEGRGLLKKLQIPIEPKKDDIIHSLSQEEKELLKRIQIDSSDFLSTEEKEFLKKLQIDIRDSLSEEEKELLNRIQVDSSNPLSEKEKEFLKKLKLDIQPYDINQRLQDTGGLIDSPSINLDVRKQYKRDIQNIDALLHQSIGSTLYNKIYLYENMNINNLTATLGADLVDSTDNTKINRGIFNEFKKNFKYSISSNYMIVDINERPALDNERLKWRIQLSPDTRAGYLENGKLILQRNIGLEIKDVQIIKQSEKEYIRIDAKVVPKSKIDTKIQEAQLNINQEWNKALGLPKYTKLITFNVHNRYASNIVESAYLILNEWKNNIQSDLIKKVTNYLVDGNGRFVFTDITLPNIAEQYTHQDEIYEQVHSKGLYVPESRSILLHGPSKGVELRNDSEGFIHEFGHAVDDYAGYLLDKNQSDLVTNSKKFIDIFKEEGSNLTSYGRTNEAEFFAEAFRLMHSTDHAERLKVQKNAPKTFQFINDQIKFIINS
SARS 3CLpro inh – SARS-CoV 3CLpro protease inhibition; recombinant SARS-CoV 3CLpro, quenched FRET peptide cleavage; inhibition, % at 6 µM; hit rate 0.14% among 290,000; AID 1706; in the data active = inhibition above about 12%
Rv3671c protease – inhibits the M. tuberculosis serine protease Rv3671c; P9WHR9; inhibition, % at 5.96 µM; hit rate 0.048% among 320,000; AID 2606; in the data active = inhibition above about 38%;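 also: extracellular domain of Rv3671c used as enzyme; 0% = enzyme with DMSO and 100% = no enzyme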
VHR inh abs – inhibitors of human VHR1 phosphatase (DUSP3) | P51452 | recombinant VHR phosphatase, pNPP absorbance | inhibition, % at 13.3 µM | hit rate 0.52% among 290,000; in the data active = inhibition above about 50%; also: some compounds called inactive have numbers as strong as hits
TcdB inh – TcdB glycohydrolase inhibition. TcdB glycohydrolase enzymatic assay, plate reader. hit rate 0.24% among 350,000. inhibition, % at 9.99 µM; in the data active = inhibition above about 10%
BH1578 lux ind – quorum light induction in luxS cqsA deficient V. cholerae. V. cholerae BH1578 lux reporter, luminescence, 6 h. activation, % at 18.7 µM. hit rate 0.16% among 350,000. AID 588436; in the data active = activation mostly above about 9.7%, no sharp cut-off; inconclusive = no clear call, values can overlap the other calls; inactive = mostly below about 3.7%; also: not every result past the cut was called active; inactives centre near 0; reference of the scale not given here
MazEF act – increases E. coli MazEF RNase cleavage of RNA | P0AE70 | FAM/BHQ RNA-DNA oligo cleavage fluorescence, 5 h | activation, % at 20 µM | hit rate 0.32% among 350,000; in the data active = activation above about 50%
Target sequence (P0AE70 whole entry, looked up): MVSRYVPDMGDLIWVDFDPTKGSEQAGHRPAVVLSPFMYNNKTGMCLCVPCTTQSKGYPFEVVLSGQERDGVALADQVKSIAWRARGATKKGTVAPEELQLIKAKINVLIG
Starred values were filed as active, the others as inactive; i = inactive; ? = inconclusive; . = no result given; & = joins results of further samples. Some of the compounds tested; count on the stated rates, not on these rows.

SMILES	PfHsp40 yeast	Yp Topo-I inh	PriA SSB inh	Anthrax LF inh2	SARS 3CLpro inh	Rv3671c protease	VHR inh abs	TcdB inh	BH1578 lux ind	MazEF act
Cc1ccc2c(COC(=O)C3CSC4(C)CCC(=O)N34)cc(=O)oc2c1C (centres undefined)	-1.0	6	-7	-7	.	-2	.	0.0	-3.4	-1
Cc1ccc(C(=O)NCC(=O)OC2CCCCC2=O)cc1C (centres undefined)	-0.2	-1	0	-2	.	1	.	0.9	.	12
O=C(CN1CCOCC1)Nc1ncc(Cc2ccccc2Cl)s1	-0.9	4	1	3	6	5	10	.	i	-9
COc1ccc(Cl)cc1NC(=O)c1ocnc1C	-0.2	-3	4	1	7	1	1	2.4	-0.4	6
CCc1ccccc1NC(=O)CSc1nc2ccccc2nc1N1CCOCC1	0.6	-4	-8	2	-5	1	-18	2.4	-0.1	-3
COC(=O)c1ccc2[nH]ccc2c1	0.4	-6	14	-2	-9	1	20	0.5	i	-2
CCOC(=O)C1CCN(/C=C2/C(=O)NC(=O)N(c3cccc(C)c3C)C2=O)CC1	0.3	2	1	0	7	1	11	1.9	i	6
O=C(CSCc1c(F)cccc1Cl)Nc1ccccc1C(=O)N1CCOCC1	0.3	-7	-10	0	2	5	15	0.8	-2.1	2
O=C(CCCN1C(=O)[C@H]2CC=CC[C@H]2C1=O)NCc1nc(-c2ccccc2)no1	-0.3	-10	2	-3	-4	-16	20	0.0	-0.9	2
Cc1ccc(CN(C)C(=O)c2ccc(S(=O)(=O)N(C)c3ccccc3)cc2)o1	-0.9	3	-6	1	.	.	.	2.5	i	7
Cc1cccc(C(=O)NN/C=C/C(=O)c2ccccc2)c1	0.7	-4	.	3	5	-2	6	1.2	i	6
CN(Cc1cccnc1)C(=O)c1cc(COc2ccc3c(c2)CCCC3)on1	3.4	?	-1	2	4	-1	6	0.2	-0.8	2
CCNC(=O)CC1C(=O)N(c2ccc(F)cc2)C(=O)N1Cc1cccs1 (centres undefined)	0.0	1	-1	-5	4	9	16	-0.9	i	3
Cc1cccc(NC(=O)c2ccc(S(=O)(=O)N3CCCC3)cc2)c1C	0.5	-3	-22&14	2	-6	-9	17	0.9	i	-30
CC(=O)c1ccc(-c2ccc(C(=O)N3CCN(c4ccc(F)cc4)CC3)o2)cc1	3.1	-12	2	4	7	-3	39	1.2	-0.7	2
Cc1ccc2oc3nc(C)c(C(=O)O)cc3c(=O)c2c1	-2.3	1	-12	-2	4	-2	20	.	i	8
Cc1nc2ccc(Cl)cc2c(-c2ccccc2)c1C(=O)O	1.4	-8	-5	-2	2	-3	23	4.5	-2.3	-12
O=C(COc1ccccc1Cl)N1CCN(c2ccc([N+](=O)[O-])c(N3CCOCC3)c2)CC1	-0.4	2	18	2	1	-5	7	.	-5.0	0
O=C(Nc1ccc2c(c1)OCCO2)C(=S)NCc1ccccc1	-0.6	14	-1	-1	5	-20	6	0.3	i	-2
O=C(c1cc(Cl)ccc1[N+](=O)[O-])n1cnc2ccccc21	0.2	-12	4	0	3	-1	8	2.1	0.3	6
CN(C)CC(O)COc1cc2ccccc2cc1C(=O)N1CCCCC1 (centres undefined)	-0.7	-2	-25	-4	6	-2	4	.	-0.7	6
CC1CC(C)CN(CCCNC(=O)c2ccc3nc(N4CCOCC4)sc3c2)C1 (centres undefined)	0.1	8	-20	-3	-1	1	13	-0.4	-0.2	8
O=C(O)/C=C/C(=O)NC1CC1	-1.0	-1	5	-8	-4	-6	6	0.6	-0.4	6
CS(=O)(=O)N1CCc2cc(C(=O)Nc3ccccc3)ccc21	0.3	-1	-9	-4	4	3	17	1.5	-0.2	-12
CCN(CC)CCOc1cccc(C(C)C)c1	0.1	-13	4	-3	-1	7	10	.	-2.1	9
CN(C)c1ccc(-c2ccnc3c2CC(C)(C(=O)NCc2ccccc2)O3)cc1 (centres undefined)	.	30	.	-5	.	.	.	-0.7	-0.6	.
C#CCSc1ncc(S(=O)(=O)c2ccccc2)c(=O)[nH]1	0.6	8	-14	-2	-4	1	24	0.0	-0.5	3
O=C(CSc1nncs1)N1c2ccccc2Sc2ccccc21	0.5	-4	1	4	-3	1	19	.	-1.5	-2
NC(=O)NC(CC(=O)NNC(=O)c1cccs1)c1ccc(Cl)cc1 (centres undefined)	0.6	1	-8	3	.	1	.	0.6	i	12
O=c1c(Cc2ccc(F)cc2)c(O)ccn1CCCN1CCOCC1	-0.2	-6	-6	1	-2	8	28	0.5	i	-1
CCOC(=O)[C@H]1[C@H]2COc3ccc(Cl)cc3[C@@H]2N2C(=O)[C@H](C)NC(=O)[C@@]12C	-0.7	-1	-13	-3	.	.	.	.	-0.4	0
O=C(c1cc(C2CC2)on1)N1CCOCC1	0.6	3	0	0	.	0	25	-2.5	-0.2	6
O=C(O)CC(CNS(=O)(=O)c1ccccc1)c1ccccc1 (centres undefined)	-0.7	-4	-9	2	4	-1	41	4.9	-0.1	5
O=C(Cc1ccc(S(=O)(=O)N2CCOCC2)s1)Nc1cc(Cl)ccc1Cl	-1.3	5	1	-4	.	-6	.	-2.2	5.9	-24
Cc1ccc(O)c(C(=O)C=Cc2ccccc2)c1	-0.6	8	-8	-3	.	.	.	0.8	1.1	2
C=CCC(=O)NC1CCCc2c1cnn2-c1cc(F)cc(F)c1 (centres undefined)	0.6	8	-15	-3	2	-6	4	-0.2	i	0
O=S(=O)(c1ccc(Cl)nc1)N1CCCC1	-1.0	2	-1	0	.	10	.	-2.3	0.5	3
C=CCNC(=O)O/N=C/c1csc([N+](=O)[O-])c1	-0.2	0	i	1	5	6	5	0.4	i	5
CC(=O)Nc1cccc(NC(=O)c2ccc3[nH]c(C)c(C)c3c2)c1	-0.6	-14	25	-2	-5	4	10	1.9	-0.3	7
O=c1c2c3c(sc2n(CCN2CCCC2)c(=O)n1Cc1ccco1)CCCCC3	-1.2	6	14	?	6	6	1	.	-0.3	5
Cc1cc(C)c(S(=O)(=O)NCC(c2ccc3c(c2)OCO3)N2CCOCC2)c(C)c1 (centres undefined)	-2.6	21	-13	-1	.	11	.	2.8	-5.9	5
COc1cc(/C=C2/SC(=S)N(CC(=O)O)C2=O)ccc1OCC(=O)Nc1ccc(C)c(C)c1	-1.8	43	.	0	0	-5	21	1.7	-0.1	.
Cc1nc(C)c(C(=O)N2CCCC(C(=O)c3ccc(Cl)cc3C)C2)s1 (centres undefined)	1.3	16	-4	-2	-7	-8	12	-0.3	i	7
C/C(=N\N=C1\NC(=O)CS1)c1cccs1	0.4	12	.	5	1	-6	33	-7.4	-0.4	1
O=C(COC(=O)CCC1CCCC1)Nc1cccc(S(=O)(=O)N2CCOCC2)c1	-0.3	18	1	-2	.	7	.	-0.8	i	0

Six of the compounds above, bar-delimited:
compound | PfHsp40 yeast | Yp Topo-I inh | PriA SSB inh | Anthrax LF inh2 | SARS 3CLpro inh | Rv3671c protease | VHR inh abs | TcdB inh | BH1578 lux ind | MazEF act
C=CCNC(=O)O/N=C/c1csc([N+](=O)[O-])c1 | -0.2 | 0 | i | 1 | 5 | 6 | 5 | 0.4 | i | 5
CC(=O)Nc1cccc(NC(=O)c2ccc3[nH]c(C)c(C)c3c2)c1 | -0.6 | -14 | 25 | -2 | -5 | 4 | 10 | 1.9 | -0.3 | 7
O=c1c2c3c(sc2n(CCN2CCCC2)c(=O)n1Cc1ccco1)CCCCC3 | -1.2 | 6 | 14 | ? | 6 | 6 | 1 | . | -0.3 | 5
Cc1cc(C)c(S(=O)(=O)NCC(c2ccc3c(c2)OCO3)N2CCOCC2)c(C)c1 (centres undefined) | -2.6 | 21 | -13 | -1 | . | 11 | . | 2.8 | -5.9 | 5
COc1cc(/C=C2/SC(=S)N(CC(=O)O)C2=O)ccc1OCC(=O)Nc1ccc(C)c(C)c1 | -1.8 | 43 | . | 0 | 0 | -5 | 21 | 1.7 | -0.1 | .
Cc1nc(C)c(C(=O)N2CCCC(C(=O)c3ccc(Cl)cc3C)C2)s1 (centres undefined) | 1.3 | 16 | -4 | -2 | -7 | -8 | 12 | -0.3 | i | 7

Additional entries
SMILES	PfHsp40 yeast	Yp Topo-I inh	PriA SSB inh	Anthrax LF inh2	SARS 3CLpro inh	Rv3671c protease	VHR inh abs	TcdB inh	BH1578 lux ind	MazEF act
COc1ccc([C@H]2CC(=O)C=C(c3cc(C=O)ccc3OC)C2)cc1OC	0.5	18	-8	-4	.	4	.	1.3	i	4
FC(F)Oc1ccc(-c2csc(=Nc3cccnc3)n2CC2CCCO2)cc1 (centres undefined)	0.8	25	24	-2	3	0	7	1.3	1.1	-3
Cc1nc2ccccc2n1C(=O)c1ccccc1[N+](=O)[O-]	-1.4	2	12	-1	-6	3	10	0.2	1.2	3
O=C(Nc1nccs1)c1cn2ccccc2n1	-0.9	-3	-8	-4	-3	-5	14	-0.4	-0.5	-18
Cc1cc(OCc2cccc(S(=O)(=O)N3CCOCC3)c2)ccc1Cl	1.9	-8	-32	-1	.	-9	.	0.9	i	-11
Cc1ccc(S(=O)(=O)N2CCCCC2)cc1NC(=O)CSc1ncn[nH]1	-1.9	3	-22	-4	1	3	-11	1.1	-8.7	8
CCCN1C2CCCC1CC(NC(=O)c1ccccc1Br)C2 (centres undefined)	-0.1	1	2	-10	3	-7	-15	-4.8	8.3	6
O=C(CCSc1ccccn1)c1ccccc1	-2.5	-10	-27	-2	3	4	22	0.5	-6.7	5
CCCNC(=O)c1ccc(OC)cc1OC	-0.5	2	-1	0	-2	2	28	.	11	7
CC(=O)Nc1ccc(NC(=O)c2sc(-c3ccccc3)nc2C)cc1	-3.4	7	-11	22	-4	4	1	0.7	-0.5	0
COC(=O)CC(=O)N1CCN(c2ccc(Cl)c(Cl)c2)CC1	-0.9	-5	-4	-10	2	4	18	0.3	0.9	3

Two compounds drawn at random from the list so far:
SMILES	PfHsp40 yeast	Yp Topo-I inh	PriA SSB inh	Anthrax LF inh2	SARS 3CLpro inh	Rv3671c protease	VHR inh abs	TcdB inh	BH1578 lux ind	MazEF act
CC(=O)Nc1ccc(NC(=O)c2sc(-c3ccccc3)nc2C)cc1	-3.4	7	-11	22	-4	4	1	0.7	-0.5	0
CN(C)c1ccc(-c2ccnc3c2CC(C)(C(=O)NCc2ccccc2)O3)cc1 (centres undefined)	.	30	.	-5	.	.	.	-0.7	-0.6	.
